Source: PubChem BioAssay
PhoP GFP inhibition – Inhibition of PhoP regulon, Salmonella typhi GFP reporter cells, confirmation, 4 h (AID 1850) | Salmonella Typhi PhoP-promoter GFP reporter, fluorescence, 4 h; higher % means a stronger effect | inhibition, % at 50 µM, or IC50 in µM where a hit was titrated | 0.33% of 310,000 active; in the data active = a potency from the dose series; inconclusive = inhibition mostly from about 25% at the one dose, without a potency; inactive = the rest, 99 in 100 with inhibition below about 19%;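 also: 0% = induced wells with vehicle and 100% = uninduced wells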
M. tuberculosis – growth inhibition of non-replicating M. tuberculosis (AID 488890); Mycobacterium tuberculosis non-replicating, growth inhibition; higher % means a stronger effect; one-dose inhibition, % at 25 µM; IC50 in µM for titrated hits; 0.39% of 320,000 active; in the data active = a potency from the dose series; inconclusive = inhibition mostly from about 82% at the one dose, without a potency; inactive = the rest, 99 in 100 with inhibition below about 76%;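 also: plate controls were DMSO cells for no effect and high antibiotic wells for full effect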
H37Rv inhibition – M. tuberculosis growth inhibition, HTS (AID 449762). inhibition, % at 25 µM; hits with a dose series show IC50 in µM. 0.59% of 330,000 active. M. tuberculosis H37Rv growth inhibition, 7H9 media; higher % means a stronger effect; in the data active = a potency from the dose series; inconclusive = inhibition above about 70% without an active follow-up result;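 also: bacterial growth assessed after seven days of incubation; strong numbers were not always called active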
VEEV TC-83 Vero – inhibitors of VEEV TC-83 cytopathic effect, confirmation, Vero cells (AID 588727); inhibition, % at 20 µM; hits with a dose series show IC50 in µM; 0.13% of 350,000 active; Vero cells, VEEV TC-83 cytopathic effect inhibition; higher % means a stronger effect; in the data active = a potency from the dose series; inconclusive = inhibition mostly from about 14% at the one dose, without a potency; inactive = the rest, 99 in 100 with inhibition below about 12%; also: strong numbers were not always called active
H1N1 NS1A inhibition – H1N1 influenza NS1A inhibitors, functional cell based assay (AID 504329). NS1A functional cell-based assay, percent inhibition; higher % means a stronger effect. 0.3% of 340,000 active. inhibition, % at 12.5 µM; hits with a dose series show IC50 in µM; in the data active = a potency from the dose series; inconclusive = inhibition above about 27% without an active follow-up result; also: strong numbers were not always called active
VEEV TC-83 Vero 10K pilot screen – also measured in VEEV TC-83 Vero; calls as there; inhibition, %; measured here: 10K pilot screen inhibition
Numbers without * were called inactive; i = inactive; u = inconclusive; x = not tested or not shown.

SMILES	PhoP GFP inhibition	M. tuberculosis	H37Rv inhibition	VEEV TC-83 Vero	H1N1 NS1A inhibition	others
Cc1csc(NC(=O)CCNS(=O)(=O)c2ccc3c(c2)c(=O)n(C)c(=O)n3C)n1	6%	-2%	2%	i	-2%
CCOC(=O)c1sc(C)c2c1NC(c1ccc(Cl)cc1)NC2=O (stereo not given)	-5%	13%	2%	0.6%	-6%
Cc1ccccc1-c1noc(CCC(=O)NC2CCCCC2)n1	-3%	17%	-4%	1.3%	-6%
Cc1ccc(C(=O)CSc2nnc(C(C)C)n2C)cc1C	-9%	0%	-3%	1.4%	-3%
CC1CNC(=S)N(c2ccc(F)cc2)C1=O (stereo not given)	x	x	x	i	-1%
CC(C)N=C(NC#N)SCc1ccccc1F	-1%	9%	-3%	i	0%
Cc1nc2c(C)cccn2c1/C(O)=C1\C(=O)C(=O)N(CCN2CCOCC2)C1c1cccs1 (stereo not given)	-3%	4%	1%	4.0%	-1%
COc1cc2c3c([nH]c2cc1F)C(=O)NCC3	2%	-5%	6%	1.5%	-9%	VEEV TC-83 Vero 10K pilot screen=4.3
COc1ccc(C2=NN(CC(=O)Nc3cc(C)ccc3C)C(=O)CC2)cc1	-11%	13%	-18%	1.0%	-4%
CC(=O)CSc1nc(C(F)(F)F)cc(=O)n1-c1ccccc1	-12%	8%	3%	1.2%	-2%
C/C=C/c1ccc(OCCNCc2ccccc2)c(OC)c1	5%	20%	4%	0.6%	3%
Cc1[nH]c2ccc(C(=O)NCc3ccccn3)cc2c1C	6%	-4%	0%	0.6%	8%
COc1ccc(C(C#N)N2CCC(c3ccccc3)=N2)cc1 (stereo not given)	-5%	7%	1%	i	-15%
Cc1cccc(C)c1NC(=O)COC(=O)C1CC1	x	8%	-1%	1.2%	-9%
O=C(NNC1=NS(=O)(=O)c2ccccc21)c1ccccc1	9%	4%	6%	0.1%	-14%
COc1cc(OC)cc(C(=O)NC(C(=O)NCCc2ccccn2)C(C)C)c1 (stereo not given)	x	-4%	4%	0.4%	1%
OC1CCC(Nc2ncnc3sccc23)CC1 (stereo not given)	8%	-12%	4%	3.7%	6%
O=C(O)CC/C(=N/NC(=O)CNC(=O)c1ccc2c(c1)OCCO2)c1ccccc1	-15%	-5%	1%	2.7%	0%
CCOC(=O)c1ccc(NC(=O)Cn2c(=O)oc3ccccc32)cc1	-5%	-19%	-4%	0.7%	-9%
NC(=O)c1ccccc1OCC(=O)Nc1ccc2c(c1)OCCO2	x	x	x	8.0%	0%
O=C(NCc1cccnc1)c1cc(Sc2ccc(F)cc2F)nc2ccccc12	-9%	19%	3%	8.4%	4%
COc1cc(NCCCn2ccc(NC(=O)OCc3ccccc3)nc2=O)cc(OC)c1OC	x	x	x	i	27%
COc1ccc(C(=O)CCC(=O)NCCc2ccccc2F)cc1	4%	18%	6%	1.0%	0%
CC1CCc2c(sc3ncn(Cc4ccc(C(=O)O)cc4)c(=O)c23)C1 (stereo not given)	2%	-4%	-6%	0.1%	5%
CCOc1ccccc1NC(=O)Nc1c(C)n(-c2ccccc2)c(=O)n1C	-14%	6%	-8%	1.8%	2%
CCC(C)(C)NC(=O)C(c1ccccn1)N(C(=O)c1csnn1)C1CCCCC1 (stereo not given)	-1%	0%	-7%	i	-4%
CC(C)c1ccc(-c2nn(-c3ccccc3)cc2C2C(C#N)=C(N)OC3=C2C(=O)CC(C)(C)C3)cc1 (stereo not given)	4%	48%	23%	1.8%	2%
CCOc1cc2c3c(c1)C1(OCCO1)C(=O)N3C(C)(C)CC2C (stereo not given)	-2%	12%	9%	1.4%	-8%
Nc1nnc(SCc2nc3scc(-c4ccccc4)c3c(=O)[nH]2)s1	-5%	-13%	4%	0.9%	19%
Cc1ccc(NC(=O)Cn2ncc3c([nH]c4ccccc43)c2=O)cc1Cl	-7%	-4%	0%	0.3%	-2%
CCn1nc(NS(=O)(=O)c2ccc([N+](=O)[O-])cc2)c2cc3ccc(C)cc3nc21	-3%	30%	3%	3.6%	1%
Cc1csc(SCC(=O)NCc2ccccc2)n1	1%	13%	6%	0.1%	3%
COc1ccc(OC)c(/C=N/OC(=O)Nc2ccc(Cl)cc2)c1	-3%	19%	2%	1.9%	11%
CC(Sc1ccc2nnc(-c3ccc(F)cc3)n2n1)C(=O)O (stereo not given)	14%	x	-12%	0.9%	27%
CC(C)c1cc(C(=O)N2CCN(C(c3ccccc3)c3ccccc3)CC2)no1	-7%	x	-5%	1.8%	-1%
O=C(Nc1ccc(Br)cc1)c1cccc(S(=O)(=O)Nc2cnc3ccccc3c2)c1	-2%	-6%	-5%	0.8%	16%
COc1cccc(CN2CCNC(=O)C2CC(=O)N(C)Cc2nc(C)cs2)c1OC (stereo not given)	-8%	14%	-2%	2.2%	-9%
Cc1cc(C)cc(NC(=O)CCN2CCOCC2)c1	-7%	-3%	-6%	0.2%	-3%
COc1ccc(CNCc2cccn2C)cc1	1%	9%	-6%	0.4%	-4%
Cc1cc(NC(=O)C(C)SCC(=O)Nc2ccccc2N2CCCCC2)no1 (stereo not given)	-4%	9%	12%	4.2%	-3%
Cc1ccc(OCC(=O)Nc2ccc3oc(=O)ccc3c2)c(C)c1	4%	15%	4%	0.4%	12%
Cc1ccccc1OCc1n[nH]c(=S)n1-c1cccc(Cl)c1	-6%	-13%	4%	2.2%	4%
COc1cc(-c2noc(C)c2C(=O)N[C@@H](CO)Cc2ccccc2)cc(OC)c1OC	x	x	x	0.5%	-4%
COc1ccc(OC)c(C2=NOC(C(=O)Nc3ccccc3SC)C2)c1 (stereo not given)	4%	9%	5%	7.1%	2%
CCN(c1ccccc1)S(=O)(=O)c1ccc2[nH]c(=O)[nH]c2c1	9%	12%	-2%	1.8%	-4%	VEEV TC-83 Vero 10K pilot screen=1.2
Cc1cccc(NS(=O)(=O)c2c(C)n[nH]c2C)c1	-3%	1%	6%	i	-2%
Cc1ccsc1C(=O)N/N=C/c1ccc([N+](=O)[O-])cc1	-3%	1%	4%	1.2%	1%
Cc1ccc2c(c1)cc1c(=O)[nH]ncn12	-12%	-3%	-2%	1.5%	0%
CCOc1ccc(NC2=NC(C(=O)NCc3ccccc3)CC(=O)N2)cc1 (stereo not given)	-6%	-7%	-7%	i	11%
CCOC(=O)c1c(NC(=O)COC(=O)CCOc2cc(C)ccc2C)sc(C(=O)N(C)C)c1C	x	x	x	1.2%	-7%
CCOCC(=O)Nc1ccccc1C(=O)O	-1%	-13%	-5%	1.7%	4%
Cc1cc(C(=O)Nc2c(C)nn(Cc3ccc(Cl)cc3)c2C)no1	-4%	4%	7%	0.4%	-12%
Cc1scc(C(=O)N/N=C/c2ccco2)c1C	5%	7%	-7%	4.4%	2%
CC1=Nc2ccccc2/C1=C/c1sc(=S)n(-c2cccc(C(=O)O)c2)c1O	x	x	x	0.2%	-8%
COc1ccccc1NS(=O)(=O)c1cc(C(=O)NCc2ccncc2)ccc1C	-2%	0%	3%	4.2%	-16%
CCN(CC(=O)Nc1ccc2c(c1)OCCO2)S(=O)(=O)c1ccccc1	2%	-2%	-11%	5.6%	-8%
O=C(CN1CCN(C(=O)c2cncn2-c2ccccc2)CC1)Nc1ccccc1Cl	x	-4%	-6%	9.7%	-1%
O=C(N/N=C/c1cc(Br)c(Br)o1)C(O)c1ccccc1 (stereo not given)	8%	11%	7%	i	16%
S=C(NC1CCCCC1)N1CCc2ccccc2C1	-6%	66%	-4%	0.3%	-1%
C=CCn1c(-c2ccc(S(=O)(=O)N3CCOCC3)cc2)csc1=Nc1ccccc1	-8%	-3%	-4%	1.0%	>100µM*

Other entries:
SMILES	PhoP GFP inhibition	M. tuberculosis	H37Rv inhibition	VEEV TC-83 Vero	H1N1 NS1A inhibition	others
O=C(O)c1ccc(S(=O)(=O)c2ccc3c(c2)C(=O)N(CC2CCCO2)C3=O)cc1 (stereo not given)	-2%	-7%	-2%	2.2%	-4%
Cc1ccc(N2CCN(c3ncccc3[N+](=O)[O-])CC2)c(C)c1	0%	8%	3%	i	7%
Cn1c2c(c3ccccc31)CCN1CCC[C@]21c1ccccc1	13%	25%	10%	i	23%
CC(C)(C)NC(=O)CCCSc1nc2ccccc2s1	-22%	74%	10%	0.5%	-2%
Clc1ccc(-c2onc3c2CCCC3)cc1	7%	-5%	6%	0.4%	-1%
CC1(C)COC(c2ccccc2Cl)OC1	x	x	x	0.3%	-28%
C=CCn1cc(C(=O)OCC)c(=O)c2cc(F)c(F)cc21	-13%	-6%	6%	3.7%	x
CC(=O)C[C@H](O)CC(=O)[C@@H]1OC(=O)CCCCC/C=C/Cc2ccccc21	x	-4%	8%	3.5%	9%
CC(C)N(C(=O)[C@H]1CC(CC(=O)NCCN2CCOCC2)C(=O)N2CCc3c([nH]c4ccccc34)[C@]12C)C(C)C (stereo not given in full)	x	4%	2%	0.1%	-9%
Fc1ccc(-c2csc(=S)[nH]2)cc1	20%	69%	0%	1.6%	0%
CNC(=O)CC(C(=O)O)c1ccc(OCC(C)C)cc1 (stereo not given)	20%	-13%	3%	i	19%
CCN(CC)c1ccc(C(=O)OCC(=O)NC2CCCCC2C)cc1 (stereo not given)	-6%	-9%	0%	2.3%	1%
CCN(Cc1ccncc1)C(=O)CSc1ccc2ccccc2c1	-4%	16%	-4%	3.0%	-9%
CCOC(=O)c1sc(NC(=O)/C=C/c2cnn(CC)c2C)c(C(=O)OCC)c1C	-1%	-1%	u	i	-2%	VEEV TC-83 Vero 10K pilot screen=8.2
COc1ccc(-c2cc(C#N)nc(Oc3ccc(Cl)cc3)n2)cc1	0%	-10%	6%	0.7%	-8%
COc1ccc(C2C(C(=O)Nc3ccc4c(c3)OCCO4)c3ccccc3C(=O)N2C)cc1 (stereo not given)	-5%	-13%	1%	0.6%	-2%
CCOc1ccc(NC(=O)CN(C)Cc2cc(=O)n3c(-c4ccccc4)csc3n2)cc1OCC	2%	16%	1%	5.9%	-2%
O=C(COC(=O)c1cc2ccccc2o1)NCc1ccco1	x	72%	24%	5.0%	-9%
COCc1cc(C)nc(SCC(=O)NC2CCCCC2C)c1C#N (stereo not given)	-4%	-5%	-14%	4.6%	-4%
Cc1cccc(NC(=S)NC2CC3C=CC2C3)c1 (stereo not given)	9%	u	37%	0.1%	2%
O=C(c1cccc(S(=O)(=O)N2CCc3ccccc32)c1)N1CCc2ccccc2C1	x	28%	-6%	6.3%	-14%
O=C1OC(Cc2ccccn2)C(=O)C1=C1SCCS1 (stereo not given)	-7%	-12%	-5%	0.3%	-7%
CCc1nnc(NC(=O)C(NS(=O)(=O)c2ccc3c(c2)OCCO3)C(C)C)s1 (stereo not given)	0%	5%	-4%	3.3%	2%
CCc1ccc(-c2nc(SCC(=O)N(CC)C3CCS(=O)(=O)C3)n[nH]2)cc1 (stereo not given)	3%	0%	3%	3.6%	-3%
Cc1cc(Cl)ccc1OCCNC(=S)NC(=O)c1cccnc1	-10%	-8%	8%	0.4%	-9%
COc1cc(/C=N/Nc2ccc(Cl)c(C(=O)O)c2)ccc1OC(=O)c1ccco1	-12%	i	5%	1.1%	-2%
CCNc1nc(Cl)nc(NC(C)C)n1	-4%	-23%	-4%	0.5%	-4%
CCSc1n[nH]c2nc3c(c(=O)n12)C1(CCCC1)Cc1ccccc1-3	-7%	30%	-5%	2.5%	11%
Cc1ccc(C)c(S(=O)(=O)N(C)Cc2cccs2)c1	x	41%	-2%	2.3%	0%

Of the compounds above, eight have a COOH group:
SMILES	PhoP GFP inhibition	M. tuberculosis	H37Rv inhibition	VEEV TC-83 Vero	H1N1 NS1A inhibition	others
O=C(O)CC/C(=N/NC(=O)CNC(=O)c1ccc2c(c1)OCCO2)c1ccccc1	-15%	-5%	1%	2.7%	0%
CC1CCc2c(sc3ncn(Cc4ccc(C(=O)O)cc4)c(=O)c23)C1 (stereo not given)	2%	-4%	-6%	0.1%	5%
CC(Sc1ccc2nnc(-c3ccc(F)cc3)n2n1)C(=O)O (stereo not given)	14%	x	-12%	0.9%	27%
CCOCC(=O)Nc1ccccc1C(=O)O	-1%	-13%	-5%	1.7%	4%
CC1=Nc2ccccc2/C1=C/c1sc(=S)n(-c2cccc(C(=O)O)c2)c1O	x	x	x	0.2%	-8%
O=C(O)c1ccc(S(=O)(=O)c2ccc3c(c2)C(=O)N(CC2CCCO2)C3=O)cc1 (stereo not given)	-2%	-7%	-2%	2.2%	-4%
CNC(=O)CC(C(=O)O)c1ccc(OCC(C)C)cc1 (stereo not given)	20%	-13%	3%	i	19%
COc1cc(/C=N/Nc2ccc(Cl)c(C(=O)O)c2)ccc1OC(=O)c1ccco1	-12%	i	5%	1.1%	-2%
